IDH1 mut inh: IDH1 R132H (human) inhibition | O75874 | IDH1 R132H reductase, diaphorase/resazurin fluorescence, 60 min | inhibition, % at 10 µM | 70,000 compounds, 0.18% hits | AID 624101; in the data active means inhibition above about 34%;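 further: 0% = DMSO and 100% = no enzyme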
PRC2 inh: inhibitors of human EZH2/PRC2 methyltransferase; 57,000 compounds, 0.35% hits; PRC2 H3K27 methylation, DELFIA TRF, 1 h; inhibition, % at 12.5 µM;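 active means mean inhibition of replicates at least 50% and every single replicate also reaching 50%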;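 further: dimethyl H3K27 on biotinylated H3 21-44 peptide detected by antibody; plate controls were median neutral control wells for no effect and median positive control wells for full effect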
Target sequence (Q15910 whole entry, looked up): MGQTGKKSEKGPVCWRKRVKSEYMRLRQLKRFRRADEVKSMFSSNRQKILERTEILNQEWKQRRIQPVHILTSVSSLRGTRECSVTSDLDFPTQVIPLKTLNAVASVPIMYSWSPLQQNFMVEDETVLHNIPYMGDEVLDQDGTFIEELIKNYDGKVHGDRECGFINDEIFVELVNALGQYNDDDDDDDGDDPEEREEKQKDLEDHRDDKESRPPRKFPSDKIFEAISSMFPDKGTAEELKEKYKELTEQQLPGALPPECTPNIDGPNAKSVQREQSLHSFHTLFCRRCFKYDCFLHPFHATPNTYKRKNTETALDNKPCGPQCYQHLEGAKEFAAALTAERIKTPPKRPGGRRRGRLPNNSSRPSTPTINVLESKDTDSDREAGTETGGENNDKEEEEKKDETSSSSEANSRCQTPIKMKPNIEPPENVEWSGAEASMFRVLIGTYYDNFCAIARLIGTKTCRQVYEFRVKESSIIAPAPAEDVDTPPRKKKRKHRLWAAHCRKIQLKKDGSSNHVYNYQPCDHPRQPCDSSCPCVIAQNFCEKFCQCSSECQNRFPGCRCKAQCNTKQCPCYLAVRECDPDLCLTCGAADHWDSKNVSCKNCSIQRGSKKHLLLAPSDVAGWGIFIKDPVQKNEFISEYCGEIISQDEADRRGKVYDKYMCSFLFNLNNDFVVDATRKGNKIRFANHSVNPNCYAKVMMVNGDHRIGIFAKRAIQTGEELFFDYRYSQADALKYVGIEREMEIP
* marks the source's active call; other numbers are inactive results; . = no result given. A portion of the library, so the mix of outcomes need not match the whole.

SMILES	IDH1 mut inh	PRC2 inh
CO[C@@H]1CN(C)C(=O)c2ccc(NC(=O)Nc3c(C)noc3C)cc2OC[C@@H](C)N(CC2CC2)C[C@@H]1C	0.1	-1
C[C@H](CO)N1C[C@H](C)[C@H](CN(C)CC2CC2)Oc2c(NS(=O)(=O)c3ccccc3)cccc2C1=O	.	30
COC(=O)C[C@@H]1CC[C@@H](NS(=O)(=O)c2ccc(OC)cc2)[C@@H](CO)O1	0.3	-8
N#Cc1c(NC(=O)CSc2nc(-c3ccccc3)cc(C(F)(F)F)n2)sc2c1CCC2	0.2	4
C[C@H]1CN([C@@H](C)CO)C(=O)Cc2cc(NC(=O)Nc3ccccc3)ccc2O[C@H]1CN(C)CC1CC1	1.0	1
C[C@@H]1CCCCO[C@@H](CN(C)S(=O)(=O)c2cn(C)cn2)[C@@H](C)CN([C@H](C)CO)C(=O)c2cc(NC(=O)Nc3ccc(F)cc3)ccc2O1	-0.3	.
O=C(Nc1ccc(C(F)(F)F)cc1)N[C@H]1CC[C@@H](CC(=O)N2CCCCC2)O[C@H]1CO	-0.2	5
O=C(NCC[C@H]1CC[C@@H](NC(=O)C2CCCC2)[C@@H](CO)O1)Nc1ccc(Cl)cc1	0.1	4
C=CCN1C(=O)[C@]2(O[C@H](CCn3cc([C@H](O)c4ccccc4)nn3)[C@@H]([Si](C)(C)c3ccc(OC)cc3)[C@@H]2C)c2cc(N3CCOC3=O)ccc21	.	29
O=c1cc(-c2ccccc2)nc2nc(NCc3cccc([N+](=O)[O-])c3)[nH]n12	-0.3	2
C[C@H]1CN([C@@H](C)CO)S(=O)(=O)c2ccc(-c3cncnc3)cc2O[C@H]1CN(C)C(=O)c1cccc(F)c1	-0.1	-4
COCc1cn(CC[C@@H]2CC[C@H](NC(=O)Nc3c(C)noc3C)[C@@H](CO)O2)nn1	0.1	1
CCOC(=O)[C@H](CCc1ccccc1)N[C@H]1CCc2ccccc2N(CC(=O)O)C1=O	0.2	-8
O=C(Nc1ccc2c(c1)OCO2)N[C@H]1CC[C@@H](CCNC(=O)C2CCOCC2)O[C@@H]1CO	0.0	3
C[C@@H]1CN([C@@H](C)CO)C(=O)c2cc(NC(=O)C3CC3)ccc2O[C@H]1CN(C)S(C)(=O)=O	.	-3
CNC[C@H]1OCCCC[C@H](C)Oc2ccc(NS(=O)(=O)c3ccc(C)cc3)cc2C(=O)N([C@@H](C)CO)C[C@@H]1C	6.3	-1
CNC[C@@H]1Oc2ccc(NC(=O)Nc3ccc4c(c3)OCO4)cc2C(=O)N([C@H](C)CO)C[C@@H]1C	5.7	-8
COc1ccc(S(=O)(=O)N[C@@H]2CC[C@@H](CC(=O)N3CCC(Cc4ccccc4)CC3)O[C@H]2CO)cc1	0.0	11
COc1ccc(NC(=O)N(C)C[C@@H]2OCCCC[C@@H](C)Oc3ccc(NC(=O)c4ccccc4)cc3C(=O)N([C@@H](C)CO)C[C@H]2C)cc1	1.2	.
COCC(=O)N1C[C@@H](C)[C@@H](OC)CN(C)C(=O)c2cc(NC(=O)Nc3cccc(F)c3)ccc2OC[C@H]1C	0.1	-5
COc1cccc(S(=O)(=O)N(C)C[C@@H]2Oc3ncc(-c4ccc(F)cc4)cc3C(=O)N([C@H](C)CO)C[C@@H]2C)c1	-6.3	.
COC(=O)CCCCCCC(=O)N/N=C/[C@@H]1CCCN1C(=O)OC(C)(C)C	1.6	6
COc1ccc(S(=O)(=O)N(C)CC(=O)Nc2ccc(I)cc2)cc1OC	0.2	-2
COc1ccc(NC(=O)Nc2ccc3c(c2)CC(=O)N([C@H](C)CO)C[C@H](C)[C@H](CN(C)C(=O)Nc2ccc4c(c2)OCO4)O3)cc1	-18	.
C[C@H](CO)N1C[C@H](C)[C@H](CN(C)C(=O)Nc2ccccc2)Oc2ccc(NC(=O)Nc3ccc(C(F)(F)F)cc3)cc2C1=O	1.5	.

Whole records, quoted from the list. Order of screens: IDH1 mut inh, PRC2 inh
`COC(=O)CCCCCCC(=O)N/N=C/[C@@H]1CCCN1C(=O)OC(C)(C)C` reads 1.6, 6
`C[C@H]1CN([C@@H](C)CO)C(=O)Cc2cc(NC(=O)Nc3ccccc3)ccc2O[C@H]1CN(C)CC1CC1` reads 1.0, 1
`CNC[C@@H]1Oc2ccc(NC(=O)Nc3ccc4c(c3)OCO4)cc2C(=O)N([C@H](C)CO)C[C@@H]1C` reads 5.7, -8
`O=C(Nc1ccc(C(F)(F)F)cc1)N[C@H]1CC[C@@H](CC(=O)N2CCCCC2)O[C@H]1CO` reads -0.2, 5

Returning to the listing with the three entries that preceded the break.
SMILES	IDH1 mut inh	PRC2 inh
COc1ccc(S(=O)(=O)N(C)CC(=O)Nc2ccc(I)cc2)cc1OC	0.2	-2
COc1ccc(NC(=O)Nc2ccc3c(c2)CC(=O)N([C@H](C)CO)C[C@H](C)[C@H](CN(C)C(=O)Nc2ccc4c(c2)OCO4)O3)cc1	-18	.
C[C@H](CO)N1C[C@H](C)[C@H](CN(C)C(=O)Nc2ccccc2)Oc2ccc(NC(=O)Nc3ccc(C(F)(F)F)cc3)cc2C1=O	1.5	.
C[C@H](CO)N1C[C@H](C)[C@@H](CN(C)Cc2cccc(F)c2)Oc2ncc(C#CCN(C)C)cc2C1=O	-0.4	.
O=C(Nc1ccc(F)cc1)N[C@@H]1CC[C@@H](CCNS(=O)(=O)c2ccccc2F)O[C@H]1CO	-0.3	-3
C/C=C/c1ccc2c(c1)O[C@H](CN(C)Cc1cncnc1)[C@@H](C)CN([C@H](C)CO)S2(=O)=O	-0.1	11
C[C@H](CO)N1C[C@H](C)[C@@H](CN(C)Cc2ccc(C(=O)Nc3ccccc3N)cc2)Oc2ccc(NS(C)(=O)=O)cc2C1=O	-0.3	17
O=C(C[C@H]1C[C@@H]2c3cc(NC(=O)NC4CCCC4)ccc3O[C@@H]2[C@H](CO)O1)NC1CCCC1	-0.1	-9
COCC(=O)Nc1ccc2c(c1)OC[C@H](C)N(C)C[C@@H](C)[C@H](OC)CN(C)C2=O	-0.2	4
CNC[C@@H]1OCCCC[C@H](C)Oc2ccc(NS(=O)(=O)c3ccccc3)cc2C(=O)N([C@@H](C)CO)C[C@@H]1C	2.3	-14
C[C@@H]1CN([C@H](C)CO)C(=O)c2cc(NC(=O)NC3CCCCC3)ccc2O[C@@H](C)CCCCO[C@@H]1CN(C)Cc1ccc2c(c1)OCO2	-0.7	.
COc1cccc(C(=O)Nc2ccc3c(c2)C(=O)N(C)C[C@H](OC)[C@@H](C)CN(C(=O)C2CCCC2)[C@H](C)CO3)c1	0.0	1
CCc1cccc(OCC(=O)Nc2cccc(-c3nnc(-c4ccccc4)o3)c2)c1	-0.1	35
O=C(NCC[C@H]1CC[C@@H](NS(=O)(=O)Cc2ccccc2)[C@H](CO)O1)C1CCC1	0.0	-3
Cc1ccc(S(=O)(=O)N(C)C[C@H]2OCCCC[C@H](C)Oc3ccc(NC(=O)Nc4c(C)noc4C)cc3C(=O)N([C@H](C)CO)C[C@@H]2C)cc1	2.1	.
Cc1ccccc1S(=O)(=O)N[C@@H]1CC[C@@H](CCn2cc(-c3ccc(F)cc3)nn2)O[C@H]1CO	-0.8	-13
CCn1c(SCC(=O)c2ccccc2)nnc1-c1cccnc1	-0.3	5
CO[C@@H]1CN(C)C(=O)c2cc(NS(C)(=O)=O)ccc2OC[C@H](C)N(C(=O)C2CC2)C[C@H]1C	0.0	6
COCC(=O)N(C)C[C@@H]1Oc2ncc(C#C[C@H](C)O)cc2C(=O)N([C@H](C)CO)C[C@H]1C	.	-10
CC1CC(=O)C2=C(O1)OC1(C)CCC3(O)C(C)(C)C=CC(=O)C3(C)C1C2 (centres undefined)	2.5	12
C[C@@H]1CN([C@@H](C)CO)C(=O)c2cccc(NC(=O)C3CCCCC3)c2O[C@@H]1CN(C)Cc1ccc(Cl)c(Cl)c1	0.2	.
O=C(C[C@H]1C[C@H]2c3cc(NC(=O)NC4CCCC4)ccc3O[C@H]2[C@H](CO)O1)NCCc1ccccc1	-0.4	-2
COc1ccc(OC(C)C(=O)Nc2cc(OC)cc(OC)c2)cc1 (centres undefined)	-0.8	4
CCCNC(=O)C[C@@H]1C[C@H]2c3cc(NC(=O)C4CCOCC4)ccc3O[C@H]2[C@H](CO)O1	0.1	3
COc1ccccc1-c1cnc2c(c1)C(=O)N([C@H](C)CO)C[C@H](C)[C@H](CN(C)C(=O)c1cccnc1)O2	0.3	11
C[C@H]1CN([C@@H](C)CO)C(=O)c2c(c3ccccc3n2C)-c2ccccc2CO[C@H]1CN(C)Cc1ccc(C(=O)O)cc1	5.6	-2
O=C(Nc1ccc(F)cc1)N[C@H]1CC[C@H](CCn2cc(-c3ccccc3F)nn2)O[C@@H]1CO	-0.2	-6
C[C@@H]1CN([C@H](C)CO)S(=O)(=O)c2ccc(C3=CCCCC3)cc2O[C@H]1CN(C)C(=O)c1ccncc1	10	2
(cont.)
SMILES	IDH1 mut inh	PRC2 inh
O=C(Cn1cnc2ccccc2c1=O)Nc1ccc2c(c1)Cc1ccccc1-2	-0.1	-3
C[C@@H]1CN([C@H](C)CO)C(=O)c2cc(NS(=O)(=O)c3cn(C)cn3)ccc2O[C@H]1CN(C)Cc1ccc(-c2ccccc2)cc1	.	7
CN(C)c1ccc2c(c1)[C@H]1C[C@H](CC(=O)NC3CCCC3)O[C@H](CO)[C@H]1O2	-12	3
O=C(c1ccccc1)N1Cc2ccccc2[C@@H]2OC(c3ccc(OCCCO)cc3)=N[C@]2(CCS(=O)(=O)c2ccccc2)C1=O	.	1
Cc1ccc(S(=O)(=O)Nc2ccc3c(c2)CC(=O)N([C@H](C)CO)C[C@@H](C)[C@@H](CN(C)C(=O)Nc2ccc4c(c2)OCO4)O3)cc1	-7.2	.
CO[C@H]1CN(C)C(=O)c2ccc(NC(=O)C3CC3)cc2OC[C@H](C)N(C(=O)c2ccccc2F)C[C@@H]1C	0.3	3
O=S(=O)(N[C@@H]1CC[C@H](CCn2cc(C3(O)CCCC3)nn2)O[C@H]1CO)c1ccc(F)cc1	0.3	4
Cc1ccc(S(=O)(=O)Nc2ccc3c(c2)C(=O)N([C@H](C)CO)C[C@@H](C)[C@@H](CN(C)S(=O)(=O)c2ccc(C)cc2)O3)cc1	-0.1	.
C[C@@H]1CN([C@@H](C)CO)C(=O)CCCn2nncc2CO[C@H]1CN(C)CC1CCCCC1	-0.3	2
COc1ccc(NC(=O)N(C)C[C@@H]2OCCCC[C@H](C)Oc3ccc(NS(=O)(=O)c4ccc(F)cc4)cc3C(=O)N([C@H](C)CO)C[C@H]2C)cc1	-0.1	.
O=C(C[C@@H]1C[C@H]2c3cc(NC(=O)c4cccnc4)ccc3O[C@H]2[C@@H](CO)O1)NCc1ccncc1	-0.6	0
CNC(=S)N(Cc1ccco1)C1CC(=O)N(c2ccccc2)C1=O (centres undefined)	1.0	-14
O=C(Nc1ccccc1[N+](=O)[O-])c1cc(S(=O)(=O)Nc2ccccc2)ccc1Cl	-0.1	18
CNC[C@H]1OCc2cnnn2CCCC(=O)N([C@H](C)CO)C[C@H]1C	1.4	1
COCC#Cc1ccc2c(c1)O[C@@H](CN(C)C(=O)COC)[C@H](C)CN([C@@H](C)CO)S2(=O)=O	-4.4	10
C[C@H]1CN([C@@H](C)CO)C(=O)CCCn2cc(nn2)CO[C@H]1CN(C)C(=O)Nc1ccccc1F	-0.4	1
COc1ccc(C(=O)CCC(=O)Nc2ccc(C(=O)O)cc2)cc1OC	-0.1	1
COc1ccc(CN(C)C[C@H]2Oc3ccc(NS(=O)(=O)c4ccc(OC)cc4)cc3C(=O)N([C@@H](C)CO)C[C@H]2C)cc1	-3.8	.
C[C@H]1CN([C@@H](C)CO)C(=O)Cc2cc(NC(=O)Cc3ccccc3)ccc2O[C@@H]1CN(C)Cc1ccc(-c2ccccc2)cc1	-0.2	.
Cc1ccc(S(=O)(=O)N[C@H]2CC[C@@H](CCNC(=O)Cc3ccccn3)O[C@H]2CO)cc1	0.4	-11
CO[C@H]1CN(C)C(=O)c2ccc(NC(=O)c3cc(C)on3)cc2OC[C@H](C)N(CC2CC2)C[C@H]1C	0.1	9
Cc1ccccc1S(=O)(=O)N[C@@H]1CC[C@@H](CCn2cc(Cc3ccccc3)nn2)O[C@H]1CO	-0.2	4
COC(=O)[C@@]1(Cc2ccccc2CN=[N+]=[N-])N=C(c2ccc(OCCCO)cc2)O[C@H]1c1ccccc1	.	48
C[C@H](CO)N1C[C@H](C)[C@@H](CN(C)S(=O)(=O)c2ccc(F)cc2)Oc2c(NC(=O)Nc3ccc(C(F)(F)F)cc3)cccc2C1=O	-1.3	.
COc1ccc(S(=O)(=O)N(C)C[C@H]2Oc3ccc(NC(=O)CCCN(C)C)cc3C(=O)N([C@H](C)CO)C[C@H]2C)cc1	-1.7	.
C[C@H](CO)N1C[C@H](C)[C@H](CN(C)C(=O)Nc2ccc(C(F)(F)F)cc2)Oc2c(NC(=O)C3CC3)cccc2C1=O	4.1	.
CO[C@H]1CN(C)C(=O)c2cccc(C#N)c2OC[C@H]2O[C@H](CC[C@H]2OC)CCN(C)C(=O)[C@H]1C	-0.1	-3
COc1ccc(NC(=O)Nc2ccc3c(c2)OC[C@@H](C)NC[C@@H](C)[C@@H](OC)CN(C)C3=O)cc1	-0.2	3
O=C(C[C@H]1C=C[C@H](NS(=O)(=O)c2ccccc2)[C@H](CO)O1)NCc1ccncn1	0.2	-6
Cc1ccc(S(=O)(=O)Nc2ccc3c(c2)C(=O)N([C@@H](C)CO)C[C@H](C)[C@H](CN(C)C)O3)cc1	2.7	.

Assay outcomes from PubChem.
